TDP43 rescue – inhibitors of TDP-43 toxicity in yeast. TDP-43 expressing yeast growth rescue, BacTiter-Glo, 24 h. Potency, µM (highest dose often 46.1 µM), inactives show top-dose growth rescue (activation), actives largely listed as activators. 410,000 tested, 1.8% active; note: % of control where 0% means no effect; nearly all actives have a fitted effect of over 50% in size
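Readout is BacTiter-Glo luminescence of cell growth, so inhibitors register as activators. TDP-43-expressing yeast at OD600=0.02 in galactose medium, after raffinose pregrowth to mid-log, were incubated with compound for 24 hr at 30 deg C.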
KB-V1 cytotox – KB-V1 MDR subline cytotoxicity; Potency, µM (doses to about 46.1 µM), inactives show top-dose activity change, negative = cytotoxicity, actives largely listed as cytotoxic; KB-V1 MDR cells viability, CellTiter-Glo, 72 h; AID 1347076; 400,000 tested, 3.4% active; note: % is set by controls: 0 for no effect and ±100 for the full control effect; nearly all actives have a fitted effect of over 60% in size
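Potencies derive from concentration-effect curves fitted to normalized luminescence (CellTiter-Glo) of KB-V1 cells treated for 72 h at 37 degrees C in phenol-red-free DMEM containing 10% FBS.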
GLP1R cytotox – cytotoxicity in counter-screen for GLP-1R inverse agonists | HEK293 cAMP-luciferase reporter cells, luminescence, 24 h | Potency, µM (top dose mostly 38.3 µM), without a hit: at the highest dose activity change, negative = inhibition, actives largely listed as inhibitors | 410,000 tested, 0.13% active | AID 624418;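 note: loss of luciferase light is scored as toxicity; % is set by controls: 0 for no effect and ±100 for the full control effect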
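Quantitative HTS format, 1536 wells, 200 cells/uL seeded. Compounds: 23 nL, 24 h, 37 °C. Detection: luciferase reagent, luminescence at 12 min RT; decreased signal taken as cytotoxic.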
SW480 rereplic – DNA re-replication induction in SW480 cells. Potency, µM (highest dose often 46.1 µM), without a hit: top-dose re-replication activation, actives largely listed as activators. AID 624297. 340,000 tested, 1.8% active. SW480 DNA re-replication, Hoechst DNA content imaging, 48 h; note: % of control where 0% means no effect; nearly all actives have a fitted effect of over 55% in size
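Compounds, transferred as 23 nL by pin tool, were incubated with cells for 48 hr; DNA content per nucleus was then quantified by Hoechst staining and fluorescence plate imaging.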
HT1080 IDH1KD tx – toxicity to HT-1080 IDH1 knockdown cells (counter line); HT-1080 IDH1 knockdown viability, ATP luminescence, 48 h; AID 686971; 360,000 tested, 2% active; Potency, µM (top dose mostly 46.1 µM), inactives show at the highest dose activity, negative = toxicity, usual class: cytotoxic;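 note: 0% = DMSO wells and -100% = cell-free medium wells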
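IDH1KD HT-1080 cells, 750/well, RPMI + 5% FBS; compound pinned after 2 h settling; 48 h, 37 °C; CellTiter-Glo luminescence; % activity normalised to DMSO and no-cell wells; curves fitted, classed by r2 and efficacy.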
HT1080-NT tox – kills 2HG-producing HT-1080-NT fibrosarcoma cells; HT-1080-NT fibrosarcoma viability, CellTiter-Glo ATP luminescence, 48 h; Potency, µM (highest dose often 46.1 µM), for the others: at the highest dose activity, negative = less viability, actives largely listed as cytotoxic; 360,000 tested, 1.6% active;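 note: NT is the 2HG producing partner of a matched IDH1 knockdown line; 0% = DMSO-treated cells and -100% = media-only wells without cells; nearly all actives have a fitted effect of over 55% in size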
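Luminescent CellTiter-Glo readout after 48 hours of compound exposure at 37 degrees C defined viability of HT-1080-NT cells. Activity was normalized to DMSO wells and cell-free media wells; concentration-response curves were fitted and assigned curve classes.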
GLP-1R inv ag – acts as inverse agonist at human GLP-1 receptor. AID 624417. Potency, µM (series often up to 38.3 µM), for the others: at the top dose activity change, negative = inhibition, usual class: inhibitors. 410,000 tested, 1.6% active. P43220. HEK293 GLP-1R CRE-luciferase, luminescence, 24 h; GLP-1R form is constitutively active; note: % is set by controls: 0 for no effect and ±100 for the full control effect; nearly all actives have a fitted effect of over 55% in size
Target sequence (P43220 whole entry, looked up): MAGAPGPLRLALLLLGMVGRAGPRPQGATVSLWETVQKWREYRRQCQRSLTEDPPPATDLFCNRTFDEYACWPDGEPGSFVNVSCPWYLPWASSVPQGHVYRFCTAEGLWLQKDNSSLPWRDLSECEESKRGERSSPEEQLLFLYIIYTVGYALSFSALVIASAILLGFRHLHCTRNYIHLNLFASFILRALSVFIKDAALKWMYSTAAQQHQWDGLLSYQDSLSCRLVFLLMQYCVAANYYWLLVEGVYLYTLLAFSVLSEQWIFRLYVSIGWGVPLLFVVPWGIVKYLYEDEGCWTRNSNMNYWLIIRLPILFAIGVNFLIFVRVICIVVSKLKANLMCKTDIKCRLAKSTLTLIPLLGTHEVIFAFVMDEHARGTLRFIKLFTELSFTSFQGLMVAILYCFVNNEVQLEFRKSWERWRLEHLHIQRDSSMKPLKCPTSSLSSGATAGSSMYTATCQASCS
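Constitutively active GLP-1R drives a cAMP-responsive luciferase in stably transfected HEK293 cells; test compounds are added after overnight (12 h) attachment and left 24 hr, and signal loss in luminescence marks inhibition.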
GLP-1R agonist – GLP-1 receptor (human) agonism; Potency, µM (doses to about 45.6 µM), inactives show at the highest dose activation, hits mostly activators; P43220; HEK293 GLP-1R CRE-luciferase, luminescence, 4-6 h; cells express a hypersensitive GLP-1R form; AID 624172; 380,000 tested, 0.007% active; note: % of control where 0% means no effect
KB-3-1 cytotox – kills parental KB-3-1 adenocarcinoma cells; KB-3-1 viability, CellTiter-Glo ATP luminescence, 72 h; Potency, µM (titrated, usually from 46.1 µM), without a hit: at the top dose activity change, negative = cytotoxic, usual class: cytotoxic; 400,000 tested, 1.4% active; note: % is set by controls: 0 for no effect and ±100 for the full control effect; nearly all actives have a fitted effect of over 60% in size
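Parental KB-3-1 adenocarcinoma cells in phenol-red-free DMEM with 10% FBS were pin-treated with compounds at several concentrations, incubated 72 h at 37 °C, and viability read by CellTiter-Glo luminescence; concentration-effect curves were fitted after normalization.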
The depositor's hits bear a star; ? = inconclusive; / = not tested or not shown; & = joins results of further samples; [ ] = dose if it differs, or a comment. Calls come from the whole dose curve; as a rule, active = well fitted curve in the direction sought with a large enough effect; inconclusive = small, poorly fitted or top-dose-only effect, or another doubt; inactive = no such curve, though single readings can be large; an effect the other way counts as inactive or inconclusive. Potency is the fitted concentration of half-maximal effect.

SMILES	TDP43 rescue	KB-V1 cytotox	GLP1R cytotox	SW480 rereplic	HT1080 IDH1KD tx	HT1080-NT tox	GLP-1R inv ag	GLP-1R agonist	KB-3-1 cytotox
C=C1CN(Cc2ccccc2)S(=O)(=O)c2ccccc21	?	21%	-21%	5%	-18%	-19%	?	-5%	7%
O=C(NC1CCCC1)c1csc2c1CCCC2	-5%	-7%	4%	0%	-24%	-1%	-63%	10%	-2%
COC(=O)c1c(C)nc2ccccc2c1-c1ccccc1	-25%	?	0%	-15%	?	-25%	?	21%	-2%
COc1cc(NC(=O)Cn2ccn(-c3cc(C)cc(C)c3)c(=O)c2=O)cc(OC)c1	7%	16%	4%	/	/	/	-2%	/	4%
CS(=O)(=O)N(Cc1ccccc1Cl)c1ccc(C(=O)NCc2cccnc2)cc1	12%	18%	-14%	13%	?	?	?	4%	1%
COc1ccc(OC)c(NC(=O)CNC(c2ccccc2)c2ccccc2)c1	16%	7%	-1%	-10%	7%	-4%	?	-4%	0%
Cn1c(SCC(=O)N2CCCC2)nnc1-c1cccs1	-3%	-19%	3%	-2%	4%	0%	3%	2%	-1%
Cc1c(Cl)cccc1N1C(=O)CC(NNC(=O)c2cccs2)C1=O (stereo not given)	-4%	?	-1%	-11%	15%	-9%	-5%	2%	5%
O=C1N[C@H](Cc2ccccc2)C(=O)N[C@H]1Cc1cn(S(=O)(=O)c2ccccc2)c2ccccc12	16%	8%	-4%	-2%	-5%	-2%	?	-4%	0%
Cc1ccc(-c2nn(-c3ccccc3)cc2C(N)=O)o1	-13%	-1%	4%	-41%[inhibitor]	2%	4%	10%	9%	4%
COc1ccc(C2/C(=C(/O)c3ccccc3)C(=O)C(=O)N2C)cc1 (stereo not given)	-14%	-21%	-9%	-4%	-3%	-4%	-3%	-17%	-23%
O=C(NCc1nnc(SCC(=O)N2CCN(c3ccccc3)CC2)o1)c1ccco1	-4%	0%	-6%	2%	6%	13%	2%	7%	20%
Brc1ccc(OCc2ccccc2)c(CNCC2CCCO2)c1 (stereo not given)	-21%	?	-9%	-34%[inhibitor]	-9%	0%	?	-2%	-10%
O=C(Nc1ccc(F)cc1)N(CCCN1CCOCC1)Cc1cc2cc3c(cc2[nH]c1=O)OCCO3	-6%	14%	9%	-8%	-8%	-15%	57%[activator]	10%	?
Nc1c(C(=O)NCCc2ccccc2)sc2nc(N3CCOCC3)c3c(c12)CCCC3	0%	-31%	19%	15µM*	-1%	-20%	8.9µM*	22%	-19%
CCn1cc(/C=C(\NC(=O)c2cc(OC)c(OC)c(OC)c2)C(=O)NCCCN2CCOCC2)c2ccccc21	0%	?	3%	2%	9%	4%	3%	-3%	11%
COc1ccc(/C(C)=N/Nc2nc(C)cc(-c3ccccc3)n2)cc1	?	-17%	?	?	?	?	?	3%	?
CCOC(=O)COc1ccc(CC)cc1C(=O)c1ccn2nc(-c3ccccc3)cc2n1	10%	-1%	-18%	/	/	/	?	1%	-3%
COc1ccc(N=Cc2c(O)[nH]c3ccccc23)cc1	?	-10%	-21%	2%	?	15%	-8%	1%	-19%
CC(C)Oc1cccc(C(=O)N/N=C/c2coc3ccccc3c2=O)c1	18%	?	-5%	-7%	-2%	4%	19%	-2%	18%
CC1CN(S(=O)(=O)c2cc(C(=O)N(CCc3ccccc3)Cc3ccccc3)ccc2Cl)CC(C)O1 (stereo not given)	17%	?	-16%	-2%	-13%	-15%	?	14%	-22%
O=C(NCC(=O)N(c1ccc2c(c1)OCCO2)C(C(=O)NC1CCCC1)c1ccco1)c1ccco1 (stereo not given)	-26%	-9%	-16%	21%	3%	5%	14%	-8%	-14%
CCC(C)c1ccccc1N1CC(C(=O)Nc2ccc(S(=O)(=O)N3CCOCC3)cc2)CC1=O (stereo not given)	10%	19%	10%	1%	5%	-3%	-17%	-3%	-10%
CCCCc1c(-c2ccccc2OC)ncn1CCc1cccc(OC)c1	12%	12µM*	-25%	/	16µM*	18µM*	?	-2%	?
CC(=O)Nc1ccc(NC(=O)c2cnn(-c3ccccc3)c2C2CCN(C(=O)OC(C)(C)C)CC2)cc1	11%	22%	-1%	/	/	/	14%	1%	27%
COc1ccc(C(=O)NNC(=S)NC(=O)/C=C/c2cccs2)cc1	?	?	-1%	?	?	-9%	6%	6%	?
Cc1ccc(NC(=O)c2ccccc2Br)cc1S(=O)(=O)N(C)C	0%	?	-15%	1%	13%	7%	6%	8%	24%
CCc1ccccc1N(CC(=O)Nc1cccnc1)S(=O)(=O)c1ccccc1	-7%	?	-7%	0%	2%	-1%	-30%	0%	-9%
COc1ccc(NC(=O)Cc2ccsc2)c(OC)c1	-2%	60%	-4%	-11%	9%	28%	-10%	12%	0%
CN(CCOc1ccc(-c2ccn(S(=O)(=O)c3cccc4ccccc34)n2)cc1)c1ccccn1	7%	?	-7%	2%	-6%	1%	-9%	0%	11%
COc1ccc(N(CC(O)CN2C(=O)NC(C)(C)C2=O)S(=O)(=O)c2ccccc2)cc1 (stereo not given)	10%	-9%	3%	-1%	-1%	-2%	-3%	-3%	3%
O=C(c1ccccc1)c1cccn1CC(=O)N1CCN(C2CCCCC2)CC1	4%	-11%	-9%	3%	9%	0%	-23%	0%	-1%
COC(=O)C1=C(C(=O)OC)C2C=CC1C1C(OC(C)=O)C(OC(C)=O)C21 (stereo not given)	15%	-2%	-28%	/	7%	5%	8%	16%	-1%
Cc1ccc(-n2ncc3c(N4CCN(Cc5ccccc5)CC4)ncnc32)cc1Cl	12%	-3%	1%	/	/	/	3%	/	4%
COc1ccc(CCNC(=O)C(=O)NCC2OCCN2S(=O)(=O)c2cccs2)cc1OC (stereo not given)	-1%	-23%	-1%	2%	2%	5%	21%	6%	-7%
CNc1cc(C(=O)Nc2cccc(OCc3ccccc3)c2)ncn1	18%	4%	4%	/	0%	-1%	29%	?	0%
COc1ccc(NC(=O)c2oc3ccccc3c2CSC)cn1	23%	-11%	8%	28%	-2%	0%	-18%	12%	-11%
COc1ccc(C(C)(C)NC(=O)C2CCC(=O)N(C3CC3)C2)cc1OC (stereo not given)	-20%	19%	-1%	0%	-2%	-2%	27%	3%	0%
CCc1nn(C(C)C(=O)NC(C)CCc2ccco2)c(=O)c2cc3occc3n12 (stereo not given)	-22%	-22%	-16%	-7%	0%	-1%	?	-2%	-18%
O=C(Cc1ccc(Br)cc1)N1CCCCCC1	14%	7%	2%	-1%	0%	0%	?	19%	?
COc1ccc(S(=O)(=O)Nc2ccccc2C)cc1C(=O)N1CCOCC1	-10%	20%	6%	7%	25%	27%	7%	2%	15%
Cc1cc(S(=O)(=O)NCc2cccs2)ccc1-n1cnnn1	14%	-7%	-9%	-1%	8%	0%	12%	3%	2%
Cn1c(=O)c(=O)n(C)c2cc(NC(=O)c3cccc(F)c3)c(Cl)cc21	10%	1%	-10%	/	/	/	-8%	/	-7%
CCOC(=O)C1=C(COC(=O)CCc2ccc(F)cc2)NC(=O)NC1C (stereo not given)	11%	-12%	-2%	-9%	-2%	1%	23%	7%	0%
O=C(c1ccc([N+](=O)[O-])s1)N1CCN(c2ncccn2)CC1	?	?	0%	/	0%	0%	7%	3%	0%
CCOC(=O)C1CCN(Cc2nc3ccccc3c(=O)n2-c2ccc(OCC)cc2)CC1	-10%	-19%	3%	19%	11%	1%[9.24 µM]	0%	?	-10%
CN(CC(=O)NCC1CCCCC1)S(=O)(=O)c1ccc(Cl)cc1	3%	-10%	-7%	-52%[inhibitor]	13%	?	?	5%	4%
O=C(CNS(=O)(=O)c1cccs1)N1CCN(c2ccccc2F)CC1	-13%&0%	?	12%&-6%	-2%	12%	9%	14%&2%	9%&1%	0%&-3%
Cc1cccc(Nc2nc(-c3ccccc3)cs2)n1	14µM*	3%	?	-3%	-19%	0%	3.2µM*	5%	-4%
COc1ccc(/C=C(\NC(=O)c2ccccc2)C(=O)NCCN2CCOCC2)cc1	-13%	16%	11%	10%	15%	-2%	-12%	1%	2%
COc1cc(-c2noc(C3CC(=O)N(c4ccc5c(c4)OCCO5)C3)n2)cc(OC)c1OC (stereo not given)	?	-10%	0%	/	/	/	5%	/	5%
COC(=O)c1sc(NC(=O)c2ccco2)c(C#N)c1C	-4%	9%	-5%	?	11%	9%	-18%	-7%	1%
O=C(/C=C/c1ccc(O)cc1)c1ccccc1	-9%	16%	-6%	30%	-5%	-4%	6%	14%	0%
Cc1c(OCC(=O)N2CCC(C(=O)O)CC2)ccc2c1oc(=O)c1ccccc12	13%	-12%	-7%	-6%	8%	7%	2%	8%	0%
COc1ccc(OCC(=O)OCC(=O)NC2CCCCC2C)cc1 (stereo not given)	-3%	?	-15%	-19%	17%	3%	10%	-5%	0%
COc1ccc(NC(=O)Cc2ccc(-c3ccccc3)cc2)cn1	-15%	13µM*	8%	?	23µM*	9.2µM*	-26%	3%	?
CCCCn1c(SCC(=O)N2CCCC2=O)nc2cc(S(N)(=O)=O)ccc21	14%	14%	-8%	-5%	19%	15%	13%	-1%	17%

High-throughput results as filed in PubChem BioAssay.
